CRFR2-BP ag = CRF-BP/CRF-R2 complex agonism; HEK293 CRF-R2/CRF-BP, calcium dye fluorescence (FLIPR); percent of saturating CRF peptide response; activation, % at 13.2 µM; 350,000 tested, 0.46% active;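 active = activation of at least 50%, plus an integration ratio under a set limit after plate pattern correction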;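 also: plate controls were neutral control wells without compound for no effect and CRF at EC100 for full effect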
IDE act = activators of human insulin-degrading enzyme in cells; 340,000 tested, 0.073% active; HEK cells, FAbeta-B cleavage, fluorescence polarization; 0% vehicle, 100% cell-free pure enzyme wells; AID 493087; activation, % at 5.96 µM; P14735;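 active = activation above the mean of all tested compounds plus 3 SD, set per screening campaign, cut at about 17% in these data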
IDE cell inh = cellular human IDE inhibition; HEK cells, FAbetaB cleavage, fluorescence polarization; inhibition, % at 5.59 µM; AID 434962; P14735; 320,000 tested, 0.41% active;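 active = percent inhibition above the average of all tested compounds plus 3 SD, set per screening campaign, cut at about 16% in these data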;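 also: IDE supplied by intact live HEK cells; FP after avidin binding of uncleaved biotin substrate so inhibition keeps polarization high; 0% = DMSO wells and 100% = 60 µM reference IDE inhibitor Ii1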
GalR3 antagonist = blocks the human galanin receptor 3; 360,000 tested, 0.44% active; O60755; HEK293 GalR3-CNG cAMP membrane potential fluorescence; galR3 body fused to GalR1 C-terminus; inhibition, % at 3 µM;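 active = inhibition above the screen-wide average plus 3 SD, cut at about 13% in these data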;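 also: forskolin and galanin both at EC90 stimulate the cells; cAMP rise reported by CNG channel membrane potential dye signal; 0% = forskolin plus galanin with DMSO and 100% = forskolin alone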
Target sequence (O60755 1-299 limits assumed): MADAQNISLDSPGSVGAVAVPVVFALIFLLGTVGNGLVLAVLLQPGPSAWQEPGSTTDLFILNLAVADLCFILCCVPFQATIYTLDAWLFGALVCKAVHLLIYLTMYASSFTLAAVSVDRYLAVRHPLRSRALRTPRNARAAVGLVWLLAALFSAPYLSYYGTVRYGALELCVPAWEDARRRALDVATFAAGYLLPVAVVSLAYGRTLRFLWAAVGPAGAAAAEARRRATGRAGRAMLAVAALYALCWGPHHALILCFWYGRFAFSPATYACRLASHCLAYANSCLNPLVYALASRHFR
CRFBP-R2 block = antagonists of CRF-binding protein/CRF-R2 receptor complex | 350,000 tested, 0.59% active | HEK293 CRF-R2/CRF-BP, CRF-induced calcium fluorescence | AID 588475 | inhibition, % at 11.8 µM;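 active = inhibition of the ligand-induced calcium signal above about 50% at the single tested concentration, limit read from the data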
M4 PAM = potentiates acetylcholine response at human M4 receptor; CHO-K1 hM4/Gqi5, Fluo-8 calcium fluorescence, ACh EC20; 0% = ACh EC20, 100% = maximal ACh; activation, % at 3 µM; P08173; 360,000 tested, 0.4% active;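 active = activation above its plate's cutoff, the mean activation of sample wells plus 3 SD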; also: some results filed as inactive read as strong as hits
Target sequence (P08173 whole entry, looked up): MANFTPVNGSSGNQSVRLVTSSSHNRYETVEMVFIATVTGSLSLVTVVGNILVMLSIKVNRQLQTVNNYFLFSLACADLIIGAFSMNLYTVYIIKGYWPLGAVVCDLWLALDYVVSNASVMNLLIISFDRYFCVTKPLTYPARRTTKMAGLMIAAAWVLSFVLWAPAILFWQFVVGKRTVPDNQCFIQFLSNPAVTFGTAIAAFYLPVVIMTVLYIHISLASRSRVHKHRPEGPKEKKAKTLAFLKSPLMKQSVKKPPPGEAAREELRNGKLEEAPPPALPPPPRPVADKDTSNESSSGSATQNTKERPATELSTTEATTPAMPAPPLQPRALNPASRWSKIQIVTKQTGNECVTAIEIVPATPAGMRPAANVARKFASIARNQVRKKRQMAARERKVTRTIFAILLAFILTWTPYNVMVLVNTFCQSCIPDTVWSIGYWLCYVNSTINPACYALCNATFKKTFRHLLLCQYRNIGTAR
PHOSPHO1 block = blocks human PHOSPHO1 phosphatase activity. Q8TCT1. recombinant PHOSPHO1, absorbance phosphatase assay. inhibition, % at 13.3 µM. 290,000 tested, 1.1% active. AID 1565; in the data active = inhibition above about 60%
Target sequence (Q8TCT1 whole entry, looked up): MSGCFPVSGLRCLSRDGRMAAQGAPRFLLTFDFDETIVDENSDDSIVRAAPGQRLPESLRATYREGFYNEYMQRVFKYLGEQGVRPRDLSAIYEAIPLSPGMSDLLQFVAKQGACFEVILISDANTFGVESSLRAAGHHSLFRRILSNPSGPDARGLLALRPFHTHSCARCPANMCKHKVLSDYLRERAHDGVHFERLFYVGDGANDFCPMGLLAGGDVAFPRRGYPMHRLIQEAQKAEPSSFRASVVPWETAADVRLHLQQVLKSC
p-CIP stab down = p/CIP protein destabilization | F442A p/CIP-EGFP cells, EGFP fluorescence, 16 h | AID 1984 | decrease of EGFP signal, % at 10 µM | 290,000 tested, 0.01% active | Q05BA5;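 active = EGFP signal decrease of at least 30% at 10 µM or well 3 SD below plate mean, unless failing retest; inactive = the rest, including hits failing retest or dose response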; also: some compounds called inactive have numbers as strong as hits; many of its hits are not listed in these tables
MEKK3 PB1 HTS = modulators (inhibitors or enhancers) of MEK5 binding to human MEKK3 PB1 domain | 290,000 tested, 1.4% active | bead-based flow cytometry, Alexa488-MEK5 binding to MEKK3; actives lie on both sides; 0 = blocked by unlabeled MEK5, 100 = vehicle | Q99759 | binding response (% of control), % at 10 µM;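 active = binding response more than 3 SD above or below the average of its plate-row segment, actives on both sides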;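 also: Alexa488 bead fluorescence after subtracting the streptavidin-only scavenger bead signal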
The depositor's hits bear a star; · = not tested or not shown; [ ] = dose if it differs, or a comment.

SMILES | MEKK3 PB1 HTS | PHOSPHO1 block | CRFR2-BP ag | CRFBP-R2 block | M4 PAM | IDE act | p-CIP stab down | GalR3 antagonist | IDE cell inh
COc1ccc(S(=O)(=O)Nc2ccc(C(F)(F)F)cc2)cc1OC | 101.0 | 8.9 | 0.0 | -15.2 | -3.1 | 1.0 | -3.9 | -5.2 | -2.2
Cn1c(=O)c2c(nc(N3CCCCC3)n2CCNC2=NCCC2)n(C)c1=O | 101.0 | 21.5 | -0.9 | -0.4 | 1.2 | 5.3 | -3.5 | -0.7 | 2.3
[N-]=[N+]=NCC/C=C\C1NS(=O)(=O)OCC1O (centres undefined) | 99.0 | -1.7 | -2.7 | 4.9 | 3.9 | 3.4 | 4.2 | -5.5 | -4.8
COCC(C)NS(=O)(=O)c1ccccc1 (centres undefined) | 100.0 | 24.9 | -0.5 | -17.8 | -11.0 | 1.9 | -18.9 | 2.6 | 1.4
Cc1ccc(-c2ccc(=O)n(CC(=O)NCc3ccc(F)cc3)n2)cc1 | 108.0 | 1.7 | -0.6 | -7.2 | -4.7 | -0.9 | 9.0 | -7.8 | 0.7
O=C(O)C(NS(=O)(=O)c1cccc2nsnc12)c1ccccc1 (centres undefined) | 109.0 | 28.1 | -1.1 | 8.1 | 1.0 | -3.6 | -11.0 | -3.1 | -3.7
O=C(NC1CCCCC1)C(c1cc2c(cc1[N+](=O)[O-])OCO2)N1CCCCC1 (centres undefined) | 100.0 | -8.2 | · | · | · | · | -23.0 | · | 4.5
Cc1cc(C(=O)NN=Cc2ccc(-c3ccc(F)cc3)o2)c(C)o1 | · | · | 0.6 | -1.6 | 2.7 | -6.7 | · | -1.6 | 1.9
Nc1ccccc1-c1n[nH]c(=S)s1 | 74.0 | 23.3 | 0.7 | -0.5 | -3.6 | 4.3 | 4.5 | · | ·
NC(=S)N/N=C/C=C/c1ccccc1 | 95.0 | -2.0 | 1.9 | 17.1 | 5.7 | -0.6 | 4.6 | -4.6 | 2.9
COc1ccc(/C=C/C(=O)O)cc1COc1cccc(C)c1 | 117.0 | 3.4 | 0.4 | -9.2 | 8.6 | 9.9 | -12.0 | -4.7 | -1.4
CCCCc1c(O)nc(SCC(=O)NCC2CCCO2)[nH]c1=O (centres undefined) | 106.0 | -7.5 | 1.5 | -10.6 | 9.9 | -0.7 | -13.2 | 0.0 | 6.3
Cc1cc([N+](=O)[O-])nn1CC(=O)Nc1cccc2nonc12 | 95.0 | 32.0 | -0.1 | 0.9 | 1.4 | 7.7 | 7.0 | -4.0 | 1.5
CC(C)C[C@H]1COCCS(=O)(=O)N1Cc1cccc(C(F)(F)F)c1 | 102.0 | · | -1.2 | 4.8 | 3.2 | 0.6 | · | -5.4 | 0.5
CC(=O)c1ccc(NC(=O)C(C)Oc2ccc(N(C)S(=O)(=O)c3ccc(C)cc3)cc2)cc1 (centres undefined) | · | · | 1.1 | 10.8 | -5.6 | -0.3 | · | -1.9 | -0.2
CCCCN(CC)CCCNC(=O)c1cn(CC(C)C)c(=O)c2c1c1ccccc1n2C | 107.0 | 37.3 | -3.3 | 2.3 | -3.6 | 1.1 | 0.0 | -10.8 | -1.9
COc1cc(C2C3=C(CCCC3=O)Nc3[nH]n(-c4ccccc4)c(=O)c32)ccc1O (centres undefined) | 100.0 | 11.2 | 13.5 | 9.1 | 7.6 | 8.3 | -6.1 | -5.6 | 3.5
CSCCC(NC(=O)c1ccco1)C(=O)N1CCC(C(N)=O)CC1 (centres undefined) | · | · | 2.0 | -11.1 | 4.7 | 15.5 | · | -5.4 | -0.3
O=C(c1cccc(-n2cnnn2)c1)N1CC=C(c2ccccc2)CC1 | 101.0 | 23.5 | -0.9 | 15.4 | -1.5 | 2.2 | -18.3 | -3.6 | -0.6
CC1CCN(S(=O)(=O)c2ccc(C(=O)NNC(=O)C3CC3)cc2)CC1 | 99.0 | 38.7 | -0.4 | 9.3 | 11.5 | 3.8 | -3.8 | -4.9 | -1.6
Cc1ccc(C)c(-c2nc3cc(N)ccc3o2)c1 | 97.0 | -13.6 | -10.2 | -36.6 | 3.2 | 2.6 | -8.7 | -2.2 | 2.4
O=C(NCc1ccco1)c1noc2c1CCCCC2 | 104.0 | 40.4 | 2.9 | -10.3 | -2.0 | 3.3 | -2.5 | -3.7 | 0.6
CC(=O)Nc1ccc(C=CC(=O)c2ccc([N+](=O)[O-])cc2)cc1 | · | · | -1.5 | 1.5 | 5.6 | · | · | -1.4 | ·
COc1cccc(NC(=O)CN2C(=O)c3cccnc3Oc3ccc(Cl)cc32)c1 | 101.0 | 33.4 | -0.1 | -5.7 | 8.8 | 1.1 | 0.0 | -1.8 | -1.5
COc1ccc(-n2nc3c(N)n[nH]c3cc2=O)cc1 | 67.0*[inhibitor] | 7.7 | 22.1 | 0.6 | 12.2 | 6.5 | -8.5 | 1.1 | -2.1
Cc1ccc(C)c(S(=O)(=O)N2CCCOC2CNC(=O)C(=O)NC2CCCC2)c1 (centres undefined) | 98.0 | 41.8 | 0.3 | -1.4 | 0.3 | 2.7 | -5.1 | -1.8 | 1.3
O=C(COC(=O)COc1cccc(Br)c1)Nc1ccc(F)cc1F | · | · | -0.7 | 0.5 | 6.5 | 0.7 | · | 0.2 | 3.4
CCc1cc2c(=O)c(-c3nc4ccccc4n3C)c(CCCC(=O)O)oc2cc1OC(=O)C(C)(C)C | 103.0 | -4.6 | 2.8 | -2.9 | 0.7 | 0.2 | -6.1 | -6.2 | 2.4
Cc1ccc(NC(=O)CSc2nnc(COc3ccccc3F)n2N)cc1S(=O)(=O)N1CCOCC1 | · | · | 4.2 | -2.8 | 7.6 | -4.0 | · | 1.8 | ·
COc1cc(CNC(=O)c2cc(C(=O)NCc3cc(OC)cc(OC)c3)n(C)n2)cc(OC)c1 | · | · | 0.2 | 4.8 | -4.0 | -3.5 | · | -2.3 | ·
COc1ccccc1-n1c(SCC(=O)Nc2cccc(C(=O)O)c2)nnc1-c1ccccc1O | 109.0 | 29.1 | 1.3 | -11.8 | 0.6 | -1.1 | -3.1 | -11.2 | 3.2
O=C(c1ccc([N+](=O)[O-])o1)N1CCc2ccccc21 | 100.0 | -12.5 | -3.8 | 6.0 | -4.1 | 4.7 | -21.7 | -8.0 | 3.5
COc1cccc(Nc2nc(CN3CCOCC3)nc3sc4c(c23)CCCC4)c1 | 103.0 | 1.8 | -1.9 | -25.7 | -6.4 | -2.0 | 10.3 | -4.2 | 1.8
CC1CCCCN1C(=O)CSc1nc2ccccc2n1CC(=O)N1CCc2ccccc21 (centres undefined) | 102.0 | 34.2 | -1.4 | -13.4 | 13.1 | -2.6 | -6.4 | -2.6 | 4.8
CC(CCc1ccc(O)cc1)NCCC(c1ccccc1)c1ccccc1 (centres undefined) | 106.0 | 49.1 | 11.4 | -18.5 | -17.3 | 3.4 | 3.8 | -13.6 | 3.1
CCCc1cc(=O)[nH]c(SCC(=O)c2cc(C)n(C)c2C)n1 | 96.0 | 20.1 | -1.7 | 14.0 | 4.3 | -0.7 | -2.2 | -1.8 | 2.0
O=c1c2[nH]c3ccc(F)cc3c2ncn1CCCN1CCOCC1 | 112.0 | 9.6 | 2.3 | -14.4 | -2.7 | 1.6 | -0.2 | -2.5 | 4.5
O=C(CCC(=O)Nc1nnc(C2CCCCC2)s1)NCC1CCCO1 (centres undefined) | 99.0 | 6.8 | -1.0 | -21.3 | -2.1 | 1.5 | -7.3 | 3.6 | -5.1
N#Cc1c(N)c(C#N)c(-c2ccc(O)cc2)c2c1CCCC2 | 100.0 | -10.0 | 0.5 | 0.9 | 5.0 | 1.8 | -1.0 | -4.7 | -1.6
CN(C)CCNC(=O)CN1C(=O)CSc2ccc(S(=O)(=O)N3CCCCC3)cc21 | 101.0 | 35.5 | -1.6 | 2.7 | -3.1 | 0.9 | -11.0 | -7.5 | 2.8
CC(NC(=O)CSc1nc2ccccc2n1C)c1ccccc1 (centres undefined) | 99.0 | 18.4 | 0.7 | -7.9 | -1.8 | 3.0 | 5.9 | -8.3 | -8.0
O=C(CNC(=O)c1ccc(Cl)cc1)Nc1ccccc1C(F)(F)F | 107.0 | 15.3 | -1.8 | -11.8 | -5.9 | 3.0 | -9.5 | 1.5 | -4.0
N#Cc1ccccc1S(=O)(=O)N1CCN(C(=O)CN2C(=O)NC3(CCCC3)C2=O)CC1 | · | · | -0.1 | -4.9 | 6.5 | 7.4 | · | -1.6 | 2.8
CC1(C)CSC(=S)N1S(=O)(=O)c1ccccc1 | 104.0 | -16.0 | 3.2 | -37.2 | -4.2 | -1.6 | -9.2 | -3.1 | 1.6
O=C1N[C@@H](Cc2c[nH]c3ccccc23)COC(=O)[C@H](Cc2ccc(F)cc2)C/C=C\C[C@@H]1CC(=O)N(CCO)Cc1ccccc1 | · | · | 0.1 | -2.8 | -1.2 | 8.9 | · | -2.7 | 0.9
O=C(COC(=O)CSc1ccc(Cl)cc1)Nc1ccccc1 | · | · | -1.3 | -4.2 | 3.4 | 0.2 | · | -6.5 | 3.9
CCN(CC)C(=O)OCCc1cc2ccccc2c(=O)o1 | · | · | -0.3 | -2.2 | 9.9 | 0.1 | · | · | 0.6
CC(=O)N1C(=O)/C(=C2\SC(=S)N(NC(=O)c3ccc(O)cc3)C2=O)c2ccccc21 | 88.0 | 48.9 | -1.9 | -9.3 | 2.5 | 5.0 | 6.3 | 1.6 | 5.6
COc1ccc(C2CC(O)(C(C)(C)O)NO2)cc1 (centres undefined) | 94.0 | 56.8 | 0.6 | -11.3 | 4.4 | 1.2 | 9.0 | 1.8 | 1.6
CCCN(CC(=O)Nc1ccccc1OC)C(=O)c1cc2ccccc2o1 | 93.0 | 53.0 | -0.6 | -9.6 | 5.3 | 1.5 | 3.9 | -1.9 | 1.9

Next section
SMILES | MEKK3 PB1 HTS | PHOSPHO1 block | CRFR2-BP ag | CRFBP-R2 block | M4 PAM | IDE act | p-CIP stab down | GalR3 antagonist | IDE cell inh
CC(=O)c1ccc(N(CC(=O)NCCc2ccccc2)C(=O)c2csnn2)cc1 | 104.0 | 22.4 | -1.1 | -42.9 | -1.3 | -2.3 | -15.1 | -7.8 | 3.3
NC(=O)C1(N2CCCCC2)CCN(C(=O)CSc2nc3ccccc3s2)CC1 | · | -28.3 | -2.0 | -8.9 | 18.1 | 0.9 | -3.9 | 2.3 | -2.0
COc1cccc(-c2nc(CS(=O)(=O)CC(=O)Nc3cc(OC)ccc3OC)c(C)o2)c1 | 103.0 | 17.1 | -3.2 | -1.3 | -6.4 | 5.1 | 1.6 | -5.3 | 6.7
O=C(/C=C/Nc1cccc([N+](=O)[O-])c1)c1cccs1 | 99.0 | 53.3 | 0.7 | -3.6 | 5.0 | -4.0 | -9.0 | -6.2 | 2.0
CCN(CC(=O)Nc1ccc(OC)cc1)C(=O)c1cc([N+](=O)[O-])ccc1N1CCOCC1 | · | · | 2.3 | -21.5 | 5.2 | -4.2 | · | -2.0 | 1.3
O=C(CCc1ccccc1)Nc1cc2c3c(c1)CCC(=O)N3CCC2 | · | · | 1.6 | -12.1 | 1.9 | 0.6 | · | -2.1 | -4.0

Compound activity deposited in PubChem BioAssay by several laboratories.
